ERK EGF block = blocks ERK signaling stimulated by EGF; 130,000 compounds, 0.41% hits; HEK293-V1b, EGF-stimulated phospho-ERK AlphaScreen; Potency, µM (series often up to 11.5 µM), for inactives: at the top dose activity change, negative = inhibition, usual class: inhibitors; active means well fitted inhibition curve with a large enough effect; inconclusive means small, poorly fitted or top-dose-only effect, or effect the other way;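 further: plate controls were stimulated vehicle wells for no effect and unstimulated vehicle basal for full effect; nearly all actives have a fitted effect of over 55% in size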
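In this qHTS, HEK293 cells with stable type-1 vasopressin (V1b) receptor were exposed to compound at 37C for 30 min, stimulated 5 min with EGF at 25 nM, lysed, and probed for phospho-ERK by AlphaScreen.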
* hit, by the source's call; ? = inconclusive; [ ] = another dose, or the depositor's remark. Potency means the concentration at half of the fitted maximal effect. Not all compounds are listed. The share of hits here may be higher or lower than overall.

SMILES | ERK EGF block
Cc1ccc(S(=O)(=O)Nc2ccc3c(c2)nc(CCN2CCOCC2)n3C)cc1 | 26.5%[57.5 µM]
CCCCn1nnc(NC(=O)c2ccc(-c3cccc([N+](=O)[O-])c3)o2)n1 | ?
COc1ccc2c(OC)cc(-c3ccccc3)nc2c1 | -5.9%
COC(=O)CCC(=O)Nc1cccc([N+](=O)[O-])c1 | -4.2%
CC(=O)OCc1c(C)cc(C)c(/C=C(/C#N)C(N)=O)c1C | -8.7%
CC1(C)CNc2cc(N)ccc2S1 | -7.3%
COc1ccc(Cn2c(=O)[nH]c3cc(C(=O)NCCc4ccc(S(N)(=O)=O)cc4)ccc3c2=O)cc1 | 0.3%
COc1ccc(N(C(=O)C(C)C)S(=O)(=O)c2cccc([N+](=O)[O-])c2)cc1 | ?
Cc1ccc(CSCCNS(=O)(=O)c2ccc(C)cc2)cc1 | -1.2%
CCOc1ccc(-c2cn(-c3cccc(SC)c3)c(=O)[nH]2)cc1 | 1.9%

An excerpt from above in order of count of non-hydrogen atoms, lowest first.
SMILES | ERK EGF block
CC1(C)CNc2cc(N)ccc2S1 | -7.3%
COC(=O)CCC(=O)Nc1cccc([N+](=O)[O-])c1 | -4.2%
CC(=O)OCc1c(C)cc(C)c(/C=C(/C#N)C(N)=O)c1C | -8.7%
Cc1ccc(CSCCNS(=O)(=O)c2ccc(C)cc2)cc1 | -1.2%
CCOc1ccc(-c2cn(-c3cccc(SC)c3)c(=O)[nH]2)cc1 | 1.9%
COc1ccc(N(C(=O)C(C)C)S(=O)(=O)c2cccc([N+](=O)[O-])c2)cc1 | ?
Cc1ccc(S(=O)(=O)Nc2ccc3c(c2)nc(CCN2CCOCC2)n3C)cc1 | 26.5%[57.5 µM]

The listing picks up with the 4 entries that preceded the break.
SMILES | ERK EGF block
COc1ccc(Cn2c(=O)[nH]c3cc(C(=O)NCCc4ccc(S(N)(=O)=O)cc4)ccc3c2=O)cc1 | 0.3%
COc1ccc(N(C(=O)C(C)C)S(=O)(=O)c2cccc([N+](=O)[O-])c2)cc1 | ?
Cc1ccc(CSCCNS(=O)(=O)c2ccc(C)cc2)cc1 | -1.2%
CCOc1ccc(-c2cn(-c3cccc(SC)c3)c(=O)[nH]2)cc1 | 1.9%
C[C@H](NC(=O)OC(C)(C)C)C(=O)N/N=C/c1ccc2nccnc2c1 | 1.1%[57.5 µM]
CCCC1CCC(c2ccc(/C(N)=N/O)cc2)CC1 (configuration not stated) | ?
O=C(COc1ccccc1)Nc1ccc(Cl)cc1Cl | -7.5%
CS(=O)(=O)c1ccc(Cl)c(NC(=O)COC(=O)/C=C/c2cnc3ccccc3n2)c1 | 0.6%[57.5 µM]
CN(C)c1nc(N(C)C)nc(N2CC(=O)N(c3ccccc3)C2=N)n1 | 3.5%
CCOCCCNc1nc2c(C)cccn2c(=O)c1/C=C1\SC(=S)N(C(C)CC)C1=O (configuration not stated) | -6.8%[57.5 µM]
CCC/C=C(\CCC)C(NP(=O)(c1ccccc1)c1ccccc1)c1ccc(C(F)(F)F)cc1 (configuration not stated) | -4.5%
CCCc1c(NC(=O)Nc2ccc(F)cc2)cnn1-c1ccc(Cl)cc1 | 3.3%[57.5 µM]
Cc1[nH]c(=O)[nH]c(=O)c1/C=N/NC(=O)[C@H](C)N | 20.3%[57.5 µM]
Cc1cnc(NC(=O)CN2CCN(c3ccccc3F)CC2)s1 | -5.9%
COc1ccc(CN2CCN(CC=C(C)C)C(CCO)C2)cc1Cn1cccn1 (configuration not stated) | -1.4%
CCOC(=O)Cn1c2ccc(C)cc2c2nc(C)sc21 | -4.1%[57.5 µM]
Cc1nn(C)cc1CN(C)C(=O)CC12CC3CC(CC(C3)C1)C2 | -9.2%
CC1CCCCC12NC(=O)N(CC(=O)Nc1ccccc1N1CCOCC1)C2=O (configuration not stated) | 6.6%
O=S(=O)(c1ccccc1)N1CCC2(CCN(c3ccncc3)CC2)CC1 | 7.5%
COc1ccc(CCC(=O)NCc2cn3ccccc3n2)cc1 | 9.3%[57.5 µM]
O=C(COc1ccccc1)Nc1ccc(S(=O)(=O)Nc2ncccn2)cc1 | 1.4%
CCCC(=O)Nc1ccc(-c2csc(N/N=C\c3ccncc3)n2)cc1 | ?
Cc1ccc(N2C(=O)N(CC(=O)C(C)(C)C)c3ccccc3S2(=O)=O)cc1 | 3.3%
CC(C(c1cccs1)c1c(N)n(C)c(=O)n(C)c1=O)[N+](=O)[O-] (configuration not stated) | 9.4%[57.5 µM]
CCOC(=O)c1cc(CC)sc1NC(=O)CC1Sc2ccc(C(F)(F)F)cc2NC1=O (configuration not stated) | 3.0%
O=C1CC(c2ccccc2)CC(O)=C1C=NCCN1CCN(Cc2ccccc2)CC1 (configuration not stated) | -11.5%[57.5 µM]
FC(F)(F)c1cccc(NC(=S)N2CCN(c3ccccn3)CC2)c1 | -6.3%
Cc1ccc(C)c(S(=O)(=O)N2CCCOC2CNC(=O)C(=O)NCCC2=CCCCC2)c1 (configuration not stated) | 13.0%
COc1ccc(NS(=O)(=O)c2cc(NC(=O)c3ccco3)ccc2N2CCCCC2)cc1 | 6.6%
CCCn1c(=O)c(C(=O)NCc2ccco2)c(O)c2ccccc21 | 3.4%
CC(=O)c1cccc(NC(=O)C2C3C=CC(C3=C(c3ccccc3)c3ccccc3)C2C(=O)O)c1 (configuration not stated) | -3.5%
O=C(NCc1cccnc1)c1cccc(NC(=O)c2ccco2)c1 | 14.5%
Cn1c(=O)c(C(=O)CN2CCCCC2)c(N)n(Cc2ccccc2)c1=O | 12.8%[57.5 µM]
CC1(C)CC(=O)c2sc(NS(=O)(=O)Cc3ccccc3)nc2C1 | 15.2%
O=C(CSc1ccccc1)Nc1ccc(S(=O)(=O)Nc2ncccn2)cc1 | 0.3%
COc1ccc(CCNC(=O)CCCCCNc2nc(=S)[nH]c3ccccc23)cc1OC | 16.3%
Cc1cc(NC(=O)CS(=O)(=O)Cc2ccccc2)no1 | -13.5%
CC(C)(C)NC(=O)NC(=O)CN1CCN(Cc2ccccc2)CC1 | -1.4%
Cc1ccc(S(=O)(=O)N(Cc2ccccc2)c2ccccc2C(=O)NCc2cccnc2)cc1 | 14.5%
O=C(C1CCC(CNS(=O)(=O)c2ccc(F)cc2)CC1)N1CCOCC1 (configuration not stated) | 2.5%[57.5 µM]
CCOC(=O)N=Nc1c(O)n(CC)c2ccccc12 | -3.4%
CCOc1cc(N2CCOCC2)c(OCC)cc1NC(=O)C(C)C | -10.1%[57.5 µM]
COc1cc(/C=N/NC(=O)CNc2n[nH]c(=O)[nH]c2=O)ccc1OCc1ccccc1 | 1.7%[57.5 µM]
OCCNCCNCc1ccc(-c2ccccc2)cc1 | -2.2%
NC(=O)C1CCN(C(=O)c2ccc3c(=O)n(Cc4ccco4)c(SCC(=O)c4ccc(F)cc4)nc3c2)CC1 | -0.2%
CN(C)C(C)(C)/C=C/C(O)(c1ccccc1)c1ccccc1 | -10.6%[57.5 µM]
O=C(CCn1cnc2ccccc21)N/N=C/c1ccccc1O | -0.6%
CC(C)CC(NC(=O)c1ccccc1)C(=O)N/N=C/c1ccco1 (configuration not stated) | 2.8%
COc1ccc2[nH]c3c(=O)n(CCCN4CCOCC4)cnc3c2c1 | -6.4%[57.5 µM]
CCOC(=O)CNC(=S)N(Cc1ccccc1)Cc1cccs1 | -3.0%
Cc1ccccc1Cn1c(CN2CCc3ccccc3C2)nc2c1c(=O)n(C)c(=O)n2C | -5.2%
O=C(NCCc1c[nH]c2ccccc12)c1cccc(S(=O)(=O)Nc2ccccc2Cl)c1 | -2.2%
COC(=O)c1c(N2C(=O)CC(Sc3ncccc3C(=O)O)C2=O)sc(C)c1C (configuration not stated) | -6.5%[57.5 µM]
CCNc1nc(NCC)n2c(SCC(=O)Nc3ccccc3)nnc2n1 | -13.2%
Later entries.
SMILES | ERK EGF block
COc1cc(/C=C/C(=O)O)cc(S(=O)(=O)NCC2CCCO2)c1OC (configuration not stated) | -16.2%[57.5 µM]
COc1ccccc1-n1cnc2cc(NCc3ccccc3O)ccc21 | 7.6%[57.5 µM]
CCCC1CCc2c(sc(NC(=O)OCC)c2C#N)C1 (configuration not stated) | -7.2%
CC(C)(C)C(=O)Nc1ccc(C(=O)N/N=C/C2CC3C=CC2C3)cc1 (configuration not stated) | -2.0%
COC(=O)c1cc(S(=O)(=O)Nc2nn(C)c3cccc(F)c23)oc1C | -0.9%[57.5 µM]
COc1nc(NCc2ccco2)nc(NC2CCCCC2)n1 | -3.2%
Cc1cccc(-c2nsc(SCC(=O)NCC3CCCO3)n2)c1 (configuration not stated) | 1.5%
CCn1cc(C(=O)Nc2sc(C)c(C)c2C(=O)OC)cn1 | 9.8%
COc1ccc(C(=O)C[n+]2ccc(C)cc2)cc1 | -7.3%
COCCN(CC(=O)NCc1ccc2c(c1)OCO2)C(=O)CCC(=O)Nc1nccs1 | -1.5%

Ordered by value in ERK EGF block (high to low): 3 from the list above.
SMILES	ERK EGF block
CCn1cc(C(=O)Nc2sc(C)c(C)c2C(=O)OC)cn1	9.8%
COc1ccc(NS(=O)(=O)c2cc(NC(=O)c3ccco3)ccc2N2CCCCC2)cc1	6.6%
COC(=O)CCC(=O)Nc1cccc([N+](=O)[O-])c1	-4.2%

The list goes on:
SMILES | ERK EGF block
CC(=O)N1CCc2cc(C(=O)CN3CCN(c4ccccn4)CC3)ccc21 | 26.7%[57.5 µM]
Cc1cccc(N2C(=O)C(O)=C(C(=O)c3cccs3)C2c2cccc(Oc3ccccc3)c2)n1 (configuration not stated) | 6.8%[57.5 µM]
O=C(/C=C/c1ccco1)Nc1ccccc1N1CCCCC1 | -1.1%
CSc1nc(C)c(C(=O)Nc2ccccc2)c(-c2ccco2)c1C#N | -10.4%[57.5 µM]
CCN1CCN(C(=O)Cn2nc(-c3ccc(Cl)cc3)ccc2=O)CC1 | 5.2%
CC1C2(C)OCC(C#N)(C(=N)O2)C1(C#N)C#N (configuration not stated) | 9.0%[57.5 µM]
O=C(N/N=C\c1cccc(OC(=O)c2ccco2)c1)c1ccc2c(c1)OCO2 | -4.4%
COc1cccc(CNC(=S)Nc2cc(OC)ccc2OC)c1 | -3.9%
Oc1ccc(-c2csc(Nc3ncccn3)n2)cc1 | 5.9%
O=C(N/N=C\c1cc([N+](=O)[O-])ccc1N1CCOCC1)c1ccccn1 | -2.2%[57.5 µM]
CCCCN(CC)CCNC(=O)c1cc2c(C)nc3ccccc3c2o1 | -0.5%
Cc1cccc(S(=O)(=O)NCCc2cn3ccccc3n2)c1 | -4.1%
O=C(NCCc1ccccc1)C1CCCN(S(=O)(=O)c2cccc3nsnc23)C1 (configuration not stated) | -3.1%
Cn1c(N/N=C/c2cc3ccccc3nc2Cl)nc2ccccc21 | -2.5%
O=c1c(O)c(-c2ccc(O)cc2)oc2cc(O)cc(O)c12 | 10.6%
COc1cccc(-n2c(SCC(=O)NC3CCCC3)nnc2-c2ccco2)c1 | -0.5%
CCOc1ccc(NC(=O)CC2C(=O)N(c3ccc(OC)cc3)C(=O)N2Cc2ccc(OC)cc2)cc1 (configuration not stated) | -3.8%
COc1ccc(O)c(/C=N/NC(=O)c2ccc(CSc3nc(C)cc(C)n3)cc2)c1 | -4.0%
CCC(C)(C#CCN1CCCCC1)OCCC#N (configuration not stated) | -7.1%
O=c1cc(N2CCCC2)c2ccccc2o1 | -9.7%
CCc1cc(C(N)=O)c(NC(=O)c2ccc(OC)cc2)s1 | 3.8%
CCOc1ccc(NC(=S)NC(=O)c2ccco2)cc1 | -16.3%[57.5 µM]
COc1ccc(-n2c(-c3ccco3)nc3c(cnn3-c3ccc(C)cc3)c2=O)cc1 | 6.9%[57.5 µM]
O=C(C1CCN(Cc2cn[nH]c2-c2ccc(F)cc2F)CC1)N1CCOCC1 | 5.6%
CCOC(=O)c1[nH]ncc1CN1CCN(Cc2ccccc2)C(CCO)C1 (configuration not stated) | 2.5%
CCOc1ccc(-n2c(N)c(C(=O)N3CCN(C)CC3)sc2=S)cc1 | -2.1%
Cn1c(=O)c2c(ncn2CC(=O)OCC(=O)NCc2ccc(Cl)cc2)n(C)c1=O | ?
COc1cc(-c2noc(C)n2)cc(OC)c1OC | 13.9%[57.5 µM]
CCC(C)(C(=O)NC1CCCCC1)N(CC1CCCO1)C(=O)Cc1cccs1 (configuration not stated) | 8.8%
NNC(=O)CSc1c(-c2cccs2)[nH]c2ccccc12 | -0.1%
CC(C)NC(=O)c1ccccc1NC(=O)C(C)Oc1ccccc1 (configuration not stated) | 1.3%
Cc1cc(N=Nc2ccc(C)c(N=Nc3cc(C)c(N)cc3N)c2)c(N)cc1N | -5.8%[57.5 µM]
O=C(Oc1c(CN2CCOCC2)cc(Cl)c2cccnc12)c1ccccc1Cl | -2.7%
COc1cc(NC(=S)NC(=O)c2ccccc2F)ccc1NC(=O)c1cccs1 | 1.8%
CCOC(=O)C1(Cc2ccccc2C(F)(F)F)CCN(C(C)CCn2cccn2)CC1 (configuration not stated) | -6.5%
CNc1nc(SC(C)C(=O)Nc2ccc(Cl)c(Cl)c2)nc(N2CCOCC2)n1 (configuration not stated) | -0.9%
c1ccc(-c2cn3c(n2)-c2ccccc2C3)cc1 | -3.3%
COc1ccc(-c2c(-c3ccc(OCC(=O)NN)cc3O)n[nH]c2C)cc1 | -9.9%[57.5 µM]
CC(C)n1c(SCC(=O)Nc2ccccc2)nc2c1c(=O)n(C)c(=O)n2C | -0.8%
O=C(Nc1cccc([N+](=O)[O-])c1)c1cnccn1 | 2.5%
COc1ccc(C2=NN(S(C)(=O)=O)C(c3ccc4nccnc4c3)C2)cc1 (configuration not stated) | -4.1%
CCc1ccccc1NC(=O)CSc1nc2ccccc2n1CC(=O)N1CCCC1 | 16.2%
CC(=O)N/C(=C/c1ccccc1)C(=O)NC(Cc1ccccc1)C(=O)O (configuration not stated) | -14.8%
Nc1nc(CSC(=S)N2CCOCC2)nc(Nc2ccccc2)n1 | 12.7%
Cc1ccc2cc(CCNC(=O)Cc3cccs3)c(=O)[nH]c2c1 | 7.2%
Cc1cccn2cc(-c3ccc(Cl)cc3)nc12 | -21.0%[57.5 µM]

Bioassay records (PubChem BioAssay)
